# Pol kappa inh = qHTS for Inhibitors of Polymerase Kappa. hit rate 0.53% among 400,000. Potency, µM (doses to about 107 µM), inactives show at the highest dose activity, negative = inhibition, actives largely listed as inhibitors. purified Pol kappa, fluorescent DNA synthesis assay, 10 min; also: % is scaled to controls: 0 for no effect and ±100 for the full control effect
#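 10 nM Pol kappa preincubated 15 min at room temperature with compounds, then reaction started with substrate at 50 nM final. Fluorescence read kinetically at 0 and 10 min; buffer-only wells served as negative control.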
# Pol beta inh = qHTS Assay for Inhibitors of DNA Polymerase Beta | Pol beta primer extension/strand displacement, fluorescence kinetic | P06746 | Potency, µM (titrated, usually from 114 µM), for inactives: at the highest dose activity change, negative = inhibition, most hits filed as inhibitors | hit rate 1.3% among 340,000; also: % is scaled to controls: 0 for no effect and ±100 for the full control effect
#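 Homogeneous kinetic assay of primer extension and strand displacement by 10 nM Pol beta, preincubated 15 min at room temperature with compound before 50 nM substrate (final) was added. Read at 0 and 10 min; four-parameter Hill fit.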
# BLM inh = qHTS Assay for Inhibitors of Bloom's syndrome helicase (BLM); hit rate 0.2% among 350,000; AID 2528, 2010; recombinant BLM DNA unwinding, fluorescence dequenching; Potency, µM (top dose mostly 56.1 µM), without a hit: top-dose activity change, negative = inhibition, usual class: inhibitors; RecQ-like DNA helicase BLM (Homo sapiens), P54132;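 also: plate controls were vehicle for no effect and no enzyme for full effect; nearly all actives have a fitted effect of over 35% in size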
# Target sequence (P54132 whole entry, looked up): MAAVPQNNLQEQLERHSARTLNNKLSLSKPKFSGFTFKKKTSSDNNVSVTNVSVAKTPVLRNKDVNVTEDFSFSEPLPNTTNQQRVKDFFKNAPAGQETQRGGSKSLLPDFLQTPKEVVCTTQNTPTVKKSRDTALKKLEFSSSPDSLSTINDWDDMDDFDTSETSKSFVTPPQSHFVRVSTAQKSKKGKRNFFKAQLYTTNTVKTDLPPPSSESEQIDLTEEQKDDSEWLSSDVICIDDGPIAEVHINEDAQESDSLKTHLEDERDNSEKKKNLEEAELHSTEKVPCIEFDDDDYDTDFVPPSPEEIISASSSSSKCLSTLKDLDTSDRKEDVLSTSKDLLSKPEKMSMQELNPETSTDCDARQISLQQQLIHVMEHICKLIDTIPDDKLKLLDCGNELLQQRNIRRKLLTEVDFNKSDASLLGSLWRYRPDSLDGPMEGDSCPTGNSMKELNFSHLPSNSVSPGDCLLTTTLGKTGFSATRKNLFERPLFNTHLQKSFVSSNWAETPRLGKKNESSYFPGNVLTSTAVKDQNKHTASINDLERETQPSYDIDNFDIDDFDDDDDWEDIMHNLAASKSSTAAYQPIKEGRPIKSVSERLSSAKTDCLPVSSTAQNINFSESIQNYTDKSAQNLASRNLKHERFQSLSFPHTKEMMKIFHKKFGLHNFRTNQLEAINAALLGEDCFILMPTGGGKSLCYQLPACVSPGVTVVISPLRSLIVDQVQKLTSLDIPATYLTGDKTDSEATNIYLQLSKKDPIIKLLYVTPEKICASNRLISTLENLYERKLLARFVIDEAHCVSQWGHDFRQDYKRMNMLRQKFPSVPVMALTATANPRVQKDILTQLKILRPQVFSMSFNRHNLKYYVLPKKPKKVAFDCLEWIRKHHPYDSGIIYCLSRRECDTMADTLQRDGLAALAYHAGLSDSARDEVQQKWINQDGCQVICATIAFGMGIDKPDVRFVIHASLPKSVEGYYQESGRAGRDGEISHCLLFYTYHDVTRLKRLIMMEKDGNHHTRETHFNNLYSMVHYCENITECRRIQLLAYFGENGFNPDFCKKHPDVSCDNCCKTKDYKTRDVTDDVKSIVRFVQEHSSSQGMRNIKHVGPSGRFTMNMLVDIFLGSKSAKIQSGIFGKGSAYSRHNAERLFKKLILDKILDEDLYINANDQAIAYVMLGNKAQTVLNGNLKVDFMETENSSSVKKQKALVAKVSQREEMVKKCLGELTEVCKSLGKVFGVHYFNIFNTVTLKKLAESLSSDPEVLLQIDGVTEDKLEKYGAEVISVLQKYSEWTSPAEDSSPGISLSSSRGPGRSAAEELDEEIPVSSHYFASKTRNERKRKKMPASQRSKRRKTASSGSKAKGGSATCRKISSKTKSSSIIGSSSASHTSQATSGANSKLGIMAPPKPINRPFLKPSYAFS
# APE1 inh = qHTS Assay for Inhibitors of the Human Apurinic/apyrimidinic Endonuclease 1 (APE1) | DNA repair nuclease/redox regulator APEX1 (Homo sapiens), P27695 | recombinant APE1, TAMRA/BHQ-2 abasic DNA cleavage fluorescence | Potency, µM (top dose mostly 65.8 µM), inactives show at the highest dose activity change, negative = inhibition, actives largely listed as inhibitors | hit rate 0.35% among 350,000;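 also: plate controls were vehicle for no effect and reference inhibitor for full effect; nearly all actives have a fitted effect of over 55% in size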
#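 Incision of a quenched TAMRA/BHQ-2 THF abasic-site duplex (50 nM) by 0.75 nM APE1, after 15 min compound preincubation, measured as fluorescence increase over three 60 s reads. Values normalized to buffer, DMSO and NSC13755 control wells.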
# BAZ2B block = qHTS Assay for Inhibitors of BAZ2B; Potency, µM (doses to about 114 µM), for inactives: at the highest dose activity change, negative = inhibition, usual class: inhibitors; hit rate 4.4% among 360,000; AlphaScreen BAZ2B-H3K14Ac peptide displacement; AID 504333, 2011; Bromodomain adjacent to zinc finger domain protein 2B (Homo sapiens), Q9UIF8; also: % is scaled to controls: 0 for no effect and ±100 for the full control effect; nearly all actives have a fitted effect of over 60% in size
#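 AlphaScreen displacement of biotin-H3(5-23)K14Ac peptide (50 nM final) from BAZ2B (50 nM final) in PBS pH 7.4, 0.01% Tween-20; complex preformed 30 min RT, then compounds (top 110 uM) 30 min RT, beads 20 min dark.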
# G9a block = qHTS Assay for Inhibitors of Histone Lysine Methyltransferase G9a | Histone-lysine N-methyltransferase EHMT2 (Homo sapiens), Q96KQ7 | G9a H3K9 monomethylation, AlphaScreen, 2 h | Potency, µM (highest dose often 102 µM), for inactives: top-dose activity, negative = inhibition, usual class: inhibitors | hit rate 8.8% among 350,000; also: % is scaled to controls: 0 for no effect and ±100 for the full control effect; nearly all actives have a fitted effect of over 75% in size
#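 Readings reflect AlphaScreen signal from monomethyl-H3K9 antibody detection. HMT at 20 nM; substrate b-H3K9 500 nM; cofactor SAM 20 uM; 2 h RT reaction; compounds tested as titrations in qHTS with 15 min preincubation.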
# POLH inh = qHTS for Inhibitors of Polymerase Eta; DNA polymerase eta (Homo sapiens), Q9Y253; recombinant Pol eta, fluorescent DNA replication assay; Potency, µM (highest dose often 114 µM), without a hit: at the top dose activity change, negative = inhibition, actives largely listed as inhibitors; hit rate 1.2% among 390,000; also: % is scaled to controls: 0 for no effect and ±100 for the full control effect
#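 Pol eta (10 nM) was preincubated with compounds for 15 min at room temperature, after which fluorescent replication substrate (50 nM final) was added to start the reaction. Fluorescence was read kinetically at 0 and 10 min.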
# Apoferritin bind = qHTS Assay for Identification of Novel General Anesthetics; hit rate 0.074% among 350,000; Ferritin light chain (Equus caballus), P02791; AID 485281, 2010; Potency, µM (doses to about 77.5 µM), without a hit: at the top dose activity change, negative = displacement, actives largely listed as inhibitors; apoferritin/1-aminoanthracene competitive binding, fluorescence; also: % is scaled to controls: 0 for no effect and ±100 for the full control effect; nearly all actives have a fitted effect of over 20% in size
#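 Horse-spleen apoferritin (10 uM) in 50% saturated 1-aminoanthracene in PBS was incubated 10 min at room temperature with compound. Fluorescence (ex 380, em 535 nm) was normalized to free and bound 1-AMA, with concentration-response fitted by a four-parameter Hill equation.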
# POLI inh = qHTS for Inhibitors of Polymerase Iota; Pol iota fluorescent replication assay, 10 min; Potency, µM (titrated, usually from 115 µM), for inactives: top-dose activity, negative = inhibition, actives largely listed as inhibitors; hit rate 1% among 390,000
#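 Fluorescent replication assay read twice, at 0 min and 10 min after adding 50 nM (final) substrate. Enzyme (10 nM) and compounds were first incubated 15 min at room temperature; enzyme-free buffer wells were negative controls.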
# * = called active by the depositor; ? = inconclusive; . = no result given; & = joins results of further samples; [ ] = remark or other dose. Calls follow the shape of the dose curve; as a rule, active = well fitted curve in the direction sought with a large enough effect; inconclusive = small, poorly fitted or top-dose-only effect, or another doubt; inactive = no such curve, though single readings can be large; an effect the other way counts as inactive or inconclusive. Potency is read from the fitted curve at half-maximal effect.
SMILES,Pol kappa inh,Pol beta inh,BLM inh,APE1 inh,BAZ2B block,G9a block,POLH inh,Apoferritin bind,POLI inh
Cc1ccc(-n2ncc3c(=O)n(-c4ccc(C)c(C)c4)c(-c4ccco4)nc32)cc1,-20%,0%,-9%,4%,?,-4%[59 µM],-14%,-11%,25%
CN(C)S(=O)(=O)c1cccc(NC(=O)CN2C(=O)NC3(CCc4ccccc4C3)C2=O)c1 (stereo unspecified),8%,18%,-4%,-17%,-15%,1%,-27%,?,19%
Clc1ccccc1-c1nccc(NCc2cccs2)n1,-1%[60.1 µM],.,-6%,-9%,.,9%[0.501 µM],.,.,.
Cc1ccc(C)c(OCc2cc(C(=O)N(C)Cc3ccccn3)no2)c1,-5%,23%,-3%,44%,-28%,8%,-24%,1%,52%[activator]
Oc1[nH]c2ccccc2c1N=Nc1ncnc2c1oc1ccccc12,.,12%,-3%,0%,0%,0%,.,-8%,.
CCc1nc2sc(C(C)=O)c(N)c2c2c1CCCC2,-1%,1%,1%,11%,-6%,0%[12.7 µM],-2%,46%[activator],7%
O=C(NCC1(c2ccccc2)CCCC1)C(=O)Nc1cccc(Br)c1,-18%,2%,0%,.,4%,-2%[59 µM],13%,1%,12%
Cc1cc(C)cc(NC(=O)c2cc(C)n(Cc3cccs3)c2C)c1,-26%,6%,-6%,-3%,-4%,2%,-3%,-3%,12%
Cc1cccc(C(=O)NCC(=O)OCC(=O)N(C)CC(=O)Nc2ccc(F)cc2)c1,-6%,.,.,-8%,-7%,-1%,-22%,.,56%[activator]
Cc1cccc(NC(=O)C2CCN(S(=O)(=O)c3cccc4nsnc34)CC2)n1,-21%,19%,-1%,3%,-4%,11%[0.0925 µM],-13%,-12%,12%
O=C(CN1CCN(CC(=O)Nc2ccccc2Cl)CC1)Nc1ccc2c(c1)OCCO2,-6%,9%,-1%,-2%,-8%,25µM*,-16%,-14%,-14%
CCN(C(=O)COC(=O)CNS(=O)(=O)c1ccc(SC)c([N+](=O)[O-])c1)C1CCCCC1,7%,.,.,23%,-10%,?,-20%,.,80%[activator]
COc1cc(C(=O)OCC(C)=O)ccc1OCc1c(C)noc1C,-10%,37%,-3%,-2%,-13%,-40%,-10%,-6%,85%[activator]
COC(=O)c1ccc(NC(=O)CCCN2C(=O)NC(C)(C)C2=O)cc1,9%,.,.,29%,-3%,-44%,-12%,.,?
CCCNC(=O)[C@H](C)NC(=O)c1ccc(Br)cc1,5%,14%,1%,-6%,0%,12%,-9%,-5%,-12%
O=C1CCNCCN1[C@H](CO)Cc1ccccc1,-6%&-4%,0%,1%,14%,?,24%,0%,-6%,10%&1%
O=c1cc(CSc2n[nH]c(-c3ccccc3)n2)[nH]c2ccccc12,-12%[60.1 µM],-1%,2%,.,-1%,3%[59 µM],-6%,39%[activator],37%[activator]
O=C(c1cccc(F)c1)N1CCC[C@@]2(CCN(c3cccc(-c4ccccc4)c3)C2)C1,-8%[60.1 µM],.,-6%,-6%,.,-19%[12.7 µM],.,.,.
CSc1ccc(CN(C)C(=O)COc2ccc(C(=O)c3ccccc3)cc2)cc1,-2%,2%,-11%,-9%,-8%,17%,-26%,-3%,96%[activator]
O=C(/C=C/Sc1ccccc1)c1ccc(Cl)cc1,-3%,-2%,-3%,-3%,17%,-44%[59 µM],-7%,-17%,?
Cc1ccc(CNS(=O)(=O)c2ccc3[nH]c4c(c3c2)CCCCC4)cc1,-4%,-8%,-1%,.,-3%[57.1 µM],-53%[59 µM],-9%,1%,-16%
CCCn1c(=O)c2ccccc2n2c(SCc3cc(=O)oc4ccc5ccccc5c34)nnc12,-2%,?,-5%,-4%,-1%,?,-16%,-9%,7%
C#CCOC(=O)CCC(=O)Nc1cc(OC)nc(OC)n1,.,26%,1%,23%,8%,-4%[2.33 µM],.,-7%,.
COc1ccc(-n2c(C)cc(/C=C3/SC(=S)N(C)C3=O)c2C)cc1,0%,32%,1%,-2%,-36%,-11%[59 µM],-23%,-17%,-8%
COc1ccc(-c2ccc(-c3nc4c(c(=O)[nH]c(=O)n4Cc4ccccc4)n3C)o2)c([N+](=O)[O-])c1,-8%,4%,-20%,5%,?,?,-6%,-14%,88%[activator]

# Four records drawn at random from those above, as already listed:
SMILES,Pol kappa inh,Pol beta inh,BLM inh,APE1 inh,BAZ2B block,G9a block,POLH inh,Apoferritin bind,POLI inh
Cc1cc(C)cc(NC(=O)c2cc(C)n(Cc3cccs3)c2C)c1,-26%,6%,-6%,-3%,-4%,2%,-3%,-3%,12%
Cc1ccc(-n2ncc3c(=O)n(-c4ccc(C)c(C)c4)c(-c4ccco4)nc32)cc1,-20%,0%,-9%,4%,?,-4%[59 µM],-14%,-11%,25%
Oc1[nH]c2ccccc2c1N=Nc1ncnc2c1oc1ccccc12,.,12%,-3%,0%,0%,0%,.,-8%,.
C#CCOC(=O)CCC(=O)Nc1cc(OC)nc(OC)n1,.,26%,1%,23%,8%,-4%[2.33 µM],.,-7%,.

# Continued:
SMILES,Pol kappa inh,Pol beta inh,BLM inh,APE1 inh,BAZ2B block,G9a block,POLH inh,Apoferritin bind,POLI inh
CCc1nnc(NC(=O)c2ccc3ncsc3c2)s1,-7%,2%,-3%,-2%,?,?,2%,-2%,?
CSC1=C(C#N)C(c2ccc(C)s2)CC(=O)N1 (stereo unspecified),-13%,3%,-4%,0%,-10%,-27%[12.7 µM],-16%,-17%,15%
O=C(c1ccco1)N1CCN(C2=NS(=O)(=O)c3ccccc32)CC1,0%,-1%,-2%,1%,-5%,-1%[12.7 µM],-14%,-1%,-3%
COc1cc(OC)cc(C(=O)N[C@H](C(=O)NC2CCCc3ccccc32)C(C)C)c1 (stereo partly specified),8%,.,.,32%,.,.,-6%,.,62%[activator]
Cc1[nH]c(=O)c(C(=O)c2cc(Cl)ccc2O)cc1C(=O)O,-1%,28%,-3%,-4%,-5%,-23%,-13%,-2%,18%
O=C(NS(=O)(=O)Oc1ccc(Cl)cc1)OC[C@@H]1CCCN2CCCC[C@H]12,-2%,-6%,4%,3%,-3%,-12%[59 µM],-15%,0%,20%
COCCCNC(=O)c1ccc(C(=O)NCCCOC)cc1,-12%,20%,2%,-3%,.,5%[59 µM],-20%,-6%,6%[58.9 µM]
O=C(CN1CCN(C(=O)c2ccco2)CC1)Nc1cccc(S(=O)(=O)N2CCCC2)c1,-8%,.,.,0%,7%,?,-9%,.,-23%
COc1ccc(C2(C)CC(C)(C)Nc3ccccc32)cc1 (stereo unspecified),2%,2%,-15%,50%[activator],?,-2%[0.501 µM],-17%,-1%,4%
CC1CCN(S(=O)(=O)c2ccc(C(=O)N3CCCC(C(F)(F)F)C3)cc2)CC1 (stereo unspecified),-8%,.,.,-11%,-1%,7%,-7%,.,?
CCNC(=S)N(CCc1c(C)[nH]c2ccccc12)Cc1cccnc1,-10%,-7%,1%,44%[activator],?,?,-18%,-8%,-10%
CCOc1ccc(-n2c(SCC(=O)NC(C)CC)nc3n[nH]c(C)c3c2=N)cc1 (stereo unspecified),-9%,-21%,0%,-7%,12%,?,-4%,-19%,-20%
Cc1cccc(C)c1NC(=O)CNC(=O)c1ccc(N2CCCC2=O)cc1,1%,.,.,13%,-30%,19%[59 µM],-18%,.,34%[activator]
CCOCCn1c(CN2CCC(C)CC2)nc2c1c(=O)n(C)c(=O)n2C,.,10%,-11%,-1%,1%,?,.,-3%,.
CC(=O)c1c(C)n([O-])c2cc(C)ccc2[n+]1=O,-2%,0%,0%,-1%,3%,18%,-14%,-8%,0%
COc1ccc(CN2C(=O)N(c3ccc(OC)cc3)C(=O)C2CC(=O)Nc2ccccc2)cc1 (stereo unspecified),1%,33%,-4%,-5%,-16%,-20%,-1%,-13%,-2%
CC(C)c1nc2oc3c(NCCO)ncnc3c2c2c1COC(C)(C)C2,-20%,13%,-1%,-2%,-16%,23%[12.7 µM],-5%,-4%,-10%
CSc1ncc(Cl)c(C(=O)Nc2cccc3ccccc23)n1,5%[60.1 µM],39%,0%,5%,-2%,7%,-4%,10%,9%
COc1ccc(-c2nnc(SCC(=O)Nc3cccc(Cl)c3C)nc2-c2ccc(OC)cc2)cc1,-6%[60.1 µM],7%,-7%,.,-26%,-29%[59 µM],-28%,-10%,10%
COC(=O)C1=C(C)NC2=C(C(=O)CCC2)C1c1ccc(-c2ccsc2C(=O)OC)o1 (stereo unspecified),-15%,0%,-4%,-5%,-4%,1%,-26%,41%[activator],13%
O=C(Cc1cc(=O)oc2cc(O)ccc12)NC(Cc1ccc(Cl)cc1)C(=O)O (stereo unspecified),-2%,46%,0%,0%,3%,-4%,1%,830%[activator],4%
Cc1cccnc1NC(=O)c1ccc(NS(=O)(=O)/C=C/c2ccccc2)cc1,-7%,.,.,0%,3%,14%[0.501 µM],-20%,.,5%
CCOC(=O)c1c(NC(=O)CSc2nccc(=O)[nH]2)sc(C)c1C,-7%,6%,-1%,1%,-9%,.,5%,-5%,2%
O=C(CNc1ccc2c(c1)OCO2)N/N=C\c1cn(Cc2ccccc2)c2ccccc12,-9%,0%,-7%,-4%,-38%,?,-14%,-24%,?
CCNc1nc(NCC)n2c(SCC(=O)Nc3ccc(F)cc3)nnc2n1,?,.,.,12µM*,?,?,14µM*,.,20µM*
Cc1cc(-c2ccccc2)n2nc(C)c(-c3ccccc3)c2n1,-5%,-20%,2%,0%,-21%,-8%,-15%,-6%,16%
O=Cc1cccc(OC(=O)c2ccc(Cl)cc2Cl)c1,.,4%,-5%,1%,16%,15%,.,?,.

# Some of the compounds tested, so the mix of outcomes need not match the whole.
